# Assay outcomes from PubChem BioAssay.
# RXFP1 ag: activates the human relaxin receptor RXFP1 | Q9HBX9 | HEK293T-RXFP1 cAMP TR-FRET, 30 min; response scale: percent of porcine relaxin response, buffer zero | Potency, µM (series often up to 57.5 µM), for inactives: at the top dose activation, hits mostly activators | actives 0.3% (n = 370,000) | AID 2676; note: potency is the fitted concentration of half-maximal effect; % is set by controls: 0 for no effect and ±100 for the full control effect; nearly all actives have a fitted effect of over 60% in size; many of its hits are not listed in these tables
#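 Agonist response is measured as cAMP accumulation in an RXFP1-transfected HEK293T line under PDE4 inhibition. Values are scaled between buffer-only and 29 nM porcine relaxin, and EC50s come from standard Hill equation fits.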
# IDH1 R132H inh: inhibitors of human mutant IDH1 R132H; O75874; IDH1-R132H enzyme, NADPH consumption, diaphorase/resazurin fluorescence; Potency, µM (highest dose often 76.6 µM), without a hit: at the top dose activity change, negative = inhibition, hits mostly inhibitors; actives 0.093% (n = 390,000); note: potency is the fitted concentration of half-maximal effect; % is set by controls: 0 for no effect and ±100 for the full control effect; nearly all actives have a fitted effect of over 65% in size
#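 IDH1-R132H (0.5 ug/mL dispensed) in pH 7.5 Tris buffer was preincubated 30 min with compound, then given a substrate mix of 0.016 mM NADPH and 2 mM alpha-KG for 80 min at room temperature; remaining NADPH was read by diaphorase/resazurin fluorescence.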
# TrxR1 substrate: substrates of rat thioredoxin reductase 1; purified TrxR1 substrate turnover, NADPH consumption readout; actives 0.01% (n = 390,000); Potency, µM (series often up to 114 µM), for inactives: at the highest dose activity change, negative = substrate turnover; AID 588456; note: potency is the fitted concentration of half-maximal effect; % is set by controls: 0 for no effect and ±100 for the full control effect; nearly all actives have a fitted effect of over 50% in size
# Target sequence (O89049 whole entry, looked up): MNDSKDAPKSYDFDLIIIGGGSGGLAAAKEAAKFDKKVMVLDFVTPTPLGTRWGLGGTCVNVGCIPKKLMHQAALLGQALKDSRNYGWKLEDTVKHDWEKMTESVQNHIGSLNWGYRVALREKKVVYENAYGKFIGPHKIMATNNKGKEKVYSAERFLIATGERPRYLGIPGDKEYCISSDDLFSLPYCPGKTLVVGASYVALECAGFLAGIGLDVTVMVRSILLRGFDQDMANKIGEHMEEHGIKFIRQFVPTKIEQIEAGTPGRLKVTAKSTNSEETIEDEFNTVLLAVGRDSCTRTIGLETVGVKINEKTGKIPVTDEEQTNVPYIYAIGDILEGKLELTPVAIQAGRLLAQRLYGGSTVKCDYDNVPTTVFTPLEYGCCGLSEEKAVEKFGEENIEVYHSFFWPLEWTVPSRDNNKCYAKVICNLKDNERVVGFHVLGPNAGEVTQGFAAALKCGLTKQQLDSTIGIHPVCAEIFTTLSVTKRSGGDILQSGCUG
#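 Rat TrxR1, dispensed at 90 nM, was prereduced with 400 uM NADPH (final) for 5 min at ~22 deg C, then incubated with compound 15 min before 400 uM selenite. A first-read NADPH fluorescence drop versus no-compound background flagged substrates.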
# USP1-UAF1 inh: USP1/UAF1 (human) deubiquitinase inhibition | recombinant USP1/UAF1, Ub-Rhodamine cleavage fluorescence | Potency, µM (doses to about 57.1 µM), for the others: top-dose activity change, negative = inhibition, actives largely listed as inhibitors | actives 0.23% (n = 390,000); note: potency is the fitted concentration of half-maximal effect; % is set by controls: 0 for no effect and ±100 for the full control effect; nearly all actives have a fitted effect of over 60% in size; inactives centre near -12
#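 High-throughput fluorogenic screen: 1nM USP1/UAF1 complex, Ub-Rho substrate 150nM final, 50mM HEPES pH 7.8 with 0.5mM EDTA, 0.1 mg/ml BSA, 1mM TCEP and 0.01% Tween-20.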
# LDHA inh: blocks human lactate dehydrogenase A; P00338; purified LDHA, NADH/diaphorase-resazurin fluorescence; stronger effect = lower value; activity change, % (values are at about 110 or 230 µM); actives 0.15% (n = 480,000); AID 1347041; in the data active = activity change below about -30%; inconclusive = mostly about -25% to -30%;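 note: plate controls were DMSO wells for no effect and wells without enzyme for full effect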
#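 Human LDH5 at 2 nM final in Tris HCl pH 7.4 with 0.06 mM NADH and 0.2 mM pyruvate, reacted 5 minutes at room temperature. Remaining NADH coupled via diaphorase/resazurin; resorufin fluorescence read at 0 and 20 minutes, normalized to enzyme-free and DMSO wells.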
# GRP78 ERSR act: inducers of ER stress response in human glioma cells; U87-MG GRP78 promoter luciferase reporter, 16 h; Potency, µM, inactives show top-dose activation, usual class: activators; actives 0.02% (n = 420,000); AID 602332; note: potency is the fitted concentration of half-maximal effect; series mostly up to about 76 µM; % of control where 0% means no effect; nearly all actives have a fitted effect of over 35% in size
#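 Stably transfected U87-MG glioma cells carrying a GRP78-based luciferase sensor; 16 h compound incubation. Luminescence end-point read 10 min after Bright-Glo addition at room temperature.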
# Vif-APOBEC3G blk: Vif-A3G binding inhibition; Q9HC16; HeLa A3G-eYFP + Vif (tagged APOBEC3G with the HIV-1 protein that degrades it), YFP fluorescence, overnight; Potency, µM (highest dose often 46.1 µM), for inactives: at the top dose activity, negative = active, usual class: inhibitors; actives 0.076% (n = 410,000);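 note: potency is the fitted concentration of half-maximal effect; % is set by controls: 0 for no effect and ±100 for the full control effect; nearly all actives have a fitted effect of over 60% in size; hits raise eYFP signal because A3G escapes Vif-driven loss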
# Target sequence (Q9HC16 whole entry, looked up): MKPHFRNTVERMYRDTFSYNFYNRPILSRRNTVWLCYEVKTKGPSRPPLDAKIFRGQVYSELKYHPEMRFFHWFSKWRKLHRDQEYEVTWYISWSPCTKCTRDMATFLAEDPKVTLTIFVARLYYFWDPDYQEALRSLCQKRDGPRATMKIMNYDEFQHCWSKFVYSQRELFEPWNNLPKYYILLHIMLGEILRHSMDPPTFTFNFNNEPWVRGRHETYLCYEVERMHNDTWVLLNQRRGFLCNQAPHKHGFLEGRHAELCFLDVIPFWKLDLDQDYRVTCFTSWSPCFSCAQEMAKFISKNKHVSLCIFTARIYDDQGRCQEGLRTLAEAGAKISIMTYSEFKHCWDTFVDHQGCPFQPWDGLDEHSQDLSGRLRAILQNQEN
#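 HeLa cells stably expressing Vif and C-terminally eYFP-tagged A3G, seeded overnight at 37 deg C, then exposed to compound by pintool overnight at 37 deg C. Rise in yellow fluorescence (Ex 488/Em 500-530, Acumen) marks blocked Vif-driven A3G degradation.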
# PI4K2A block: blocks human PI4K2A kinase activity; purified PI4K2A, ADP-Glo luminescence, 1 h; stronger effect = lower value; activity change, negative = inhibition, % at 76.9 µM; actives 0.13% (n = 420,000); AID 1346378; in the data active = activity change below about -50%; inconclusive = mostly about -30% to -49%;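 note: -100% = wells without enzyme as full effect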
#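 PI4K2A activity was measured by ADP-Glo luminescence: enzyme (4 ug/mL stock) and phosphatidylinositol (1.2 mM stock) in Tris pH 7.5/MgCl2/EGTA/Triton X-100 buffer were reacted with ATP (300 microM stock) for one hour at ambient temperature.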
# Vif-APOBEC3F blk: blocks the Vif interaction with APOBEC3F; actives 0.2% (n = 390,000); Potency, µM (highest dose often 46.1 µM), without a hit: at the top dose activity, negative = active; HeLa A3F-eYFP + Vif (tagged APOBEC3F with the HIV-1 protein that degrades it), YFP fluorescence increase; note: potency is the fitted concentration of half-maximal effect; % of control where 0% means no effect; nearly all actives have a fitted effect of over 65% in size
#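 HeLa cells stably expressing A3F-eYFP plus Vif, plated and incubated overnight at 37 deg C, then exposed to compounds overnight at 37 deg C. Blocked degradation read as raised yellow fluorescence (Ex 488/Em 500-530).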
# The depositor's hits bear a star; ? = inconclusive; . = not tested or not shown; & = joins results of further samples; [ ] = dose if it differs, or a comment. Unless noted, calls come from the whole dose curve; as a rule, active = well fitted curve in the direction sought with a large enough effect; inconclusive = small, poorly fitted or top-dose-only effect, or another doubt; inactive = no such curve, though single readings can be large; an effect the other way counts as inactive or inconclusive. This is a subset (hit frequency here may not be typical).
# Below each compound – GRP78 ERSR act	Vif-APOBEC3G blk	RXFP1 ag	TrxR1 substrate	LDHA inh	USP1-UAF1 inh	Vif-APOBEC3F blk	IDH1 R132H inh	PI4K2A block
1) CCCCNCc1cc2ccccc2o1
    4%	-4%	2.1%	6%	-2	-10%	-11%	6%	-10
2) Cc1ccc(S(=O)(=O)/C(C#N)=C/c2c(N3CCN(Cc4ccccc4)CC3)nc3ccccn3c2=O)cc1
    14%	2%	6.7%	-3%	-1	-21%	-3%	5%	10
3) CCOc1ccc(C(=O)NC(=S)Nc2ccc(N3CCCCC3)cc2)cc1[N+](=O)[O-]
    -3%	-1%	7.6%	-5%	-9	-13%	-18%	1%	1
4) O=c1c2cc3c(=O)n(CC4CCCO4)c(=O)c3cc2c(=O)n1CC1CCCO1 (centres undefined)
    -3%	1%	1.4%	12%	-2	-19%	-11%	0%	3
5) CN1CCCN(S(=O)(=O)c2ccc(O)c(C(=O)O)c2)CC1
    1%	1%	1.2%	18%	-3	-15%	2%	-7%	5
6) COc1cccc(N2CCN(C(=O)c3cc4c(s3)-c3ccccc3OC4)CC2)c1
    -5%&-3%	-13%&-4%	?	0%[57.1 µM]	1&3	-22%&-14%	-1%&3%	-4%&-1%	-5&1
7) Cn1c(N)c(C(=O)COC(=O)c2ccc(Br)o2)c(=O)n(C)c1=O
    -5%	1%	4.7%	0%	0	-7%	0%	8%	-6
8) COc1ccc(OC)c(S(=O)(=O)N2CCC(C(=O)N3CCN(c4ccc(F)cc4)CC3)CC2)c1
    -6%	1%	-2.5%	3%	-7	-24%	1%	4%	1
9) O=C(C1CSC2(c3ccc(F)cc3)CCC(=O)N12)N1CCCCCC1 (centres undefined)
    -1%	0%	1.2%	4%	-6	-10%	-8%	0%	-5
10) COc1ccc(/C=C(\NC(=O)c2ccc([N+](=O)[O-])cc2)C(=O)NCCN2CCOCC2)cc1
    -5%	1%	0.1%	-8%[57.1 µM]	-5	-2%	-26%	-5%	4
11) CN(C(=O)C(Cl)Cl)C1CC2C=CC1C2 (centres undefined)
    -6%	4%	0.1%	3%	-6	-14%	-11%	0%	-2
12) CC(C)c1ccc(Nc2ncnc3c2c(-c2ccccc2)cn3-c2ccccc2)cc1
    -3%	-2%	4.5%	9%[57.1 µM]	2	-4%	1%	15%	-5
13) Cc1cc(OCC(=O)NCc2cccnc2)c2c(C)c(Cc3ccccc3)c(=O)oc2c1
    -3%	-6%	-2.3%	65%[activator]	-1	-29%	-1%	-4%	-22
14) COc1ccc(NC(=O)c2c(-c3ccccc3Cl)noc2C)c(OC)c1
    -5%	-12%	-0.1%	8%[57.1 µM]	4	-17%	-23%	6%	7
15) COc1ccccc1CNC(=O)c1ccc(CS(=O)(=O)c2c(Cl)cccc2Cl)o1
    1%	-1%	2.1%	0%	-7	-24%	-3%	0%	6
16) Cc1cc(Cn2nc(C(=O)NCc3cccs3)cc2-c2ccccc2)on1
    -7%	-9%	-0.6%	4%[57.1 µM]	-3	-21%	3%	-6%	-7
17) COc1cc(OC)c(NC(=S)Nc2cccc(C)c2)cc1Cl
    0%	0%	-0.4%	0%	-3	1%	-20%	0%	-4
18) C[N+]1(CC2COC3(CCCCC3)O2)CCCC1 (centres undefined)
    -1%	-1%	-0.8%	-5%	-15	-4%	-10%	-2%	2
19) CC1CC(Nc2ccccc2)c2ccccc2N1C(=O)c1ccco1 (centres undefined)
    -1%	-18%	1.8%	-14%[57.1 µM]	2	-7%	1%	11%	0
20) CSc1nc2cc(Cl)ccc2s1
    -2%	-2%	0.6%	4%	2	-21%	0%	6%	-2
21) CC(C)c1ccc(NC2CCCN(C(=O)CCN3Cc4ccccc4C3=O)C2)cc1 (centres undefined)
    0%	1%	-0.3%	0%	-10	-13%	1%	-1%	-1
22) [O-][n+]1ccc(OCc2ccccc2)cc1
    -3%	1%	.	9%[57.1 µM]	-2	-16%	1%	4%	1
23) Cc1cc(NC(=O)CSc2nc(C(C)C)nc3sc4c(c23)CCC(C)C4)no1 (centres undefined)
    -5%	-8%	23%	-2%	-1	-15%	.	2%	0
24) CCOC(=O)c1c(NC(=S)Nc2ccccc2)sc2c1CC(C)(C)SC2
    -3%	-6%	1.4%	1%[57.1 µM]	0	-15%	-5%	7%	2
25) CC1CCN(S(=O)(=O)c2ccc3nc(Nc4ccc(C#N)cc4)ccc3c2)CC1
    -3%	2%	4.7%	38%[activator][57.1 µM]	-5	-12%	2%	-8%	-2
26) CCCC(=O)NC(C)c1nc2ccccc2[nH]1 (centres undefined)
    0%	3%	0.2%	3%[57.1 µM]	1	-15%	2%	-10%	-1
27) O=C1CC(c2ccc3c(c2)OCCO3)Oc2ccc([N+](=O)[O-])cc21 (centres undefined)
    -11%	?	1.9%	-6%	-4	-13%	-7%	8%	-4
28) Cc1ccc([N+](=O)[O-])c(OCCCN2CCC(Cc3ccccc3)CC2)c1
    -2%	-8%	.	-4%	-6	-2%	-11%	-1%	-1
29) CCc1cccc(NC(=O)CCCN2C(=O)C(c3ccccc3)Oc3cccnc32)c1 (centres undefined)
    -5%	0%	1.4%	-1%	-4	-22%	1%	16%	4
30) C=CCN1C(=O)c2ccccc2NC1c1ccc(Br)s1 (centres undefined)
    -6%	2%	0.5%	6%	1	?	-3%	0%	5
31) Cc1nn(CC(=O)NCc2ccc(Cl)cc2)c(=O)c2cc3sccc3n12
    -3%	3%	17%	-2%	-9	9%	1%	5%	-2
32) CC(C)(C)OC(=O)N1CCC(NC(=O)c2nc[nH]c2C(=O)N2CCc3ccccc3C2)CC1
    0%	-3%	0.9%	8%[57.1 µM]	1	?	2%	-6%	-2
33) CCN(C(=O)CCS(=O)(=O)c1cc(Br)cc2c1N(C(=O)C1CC1)CC2)c1cccc(C)c1
    -3%	2%	0.0%	-8%	2	-3%	5%	0%	-4
34) CCNC(=O)c1c(NC(=O)C2COc3ccccc3O2)sc2c1CCCC2 (centres undefined)
    -2%	-2%	5.0%	9%[57.1 µM]	-6	-7%	-13%	1%	4
35) O=C(COC(=O)CCC(=O)c1cccs1)Nc1cccc(F)c1
    0%	2%	-0.1%	3%	0	-16%	4%	8%	2
36) CCOC(=O)Cc1csc(NS(=O)(=O)c2ccc(F)cc2)n1
    0%	1%	3.8%	5%[57.1 µM]	-7	-15%	0%	3%	3
37) CC(=O)Nc1ccccc1Sc1ccc2c3c(cccc13)C(=O)N(c1ccc(C)cc1)C2=O
    -3%	2%	-0.7%	-4%	1	-18%	?	3%	-1
38) Cn1ccc2c(N3CCCCCC3)cc3c(c21)C1CCC3O1 (centres undefined)
    -1%	0%	.	.	11	.	.	.	-1
39) COC(=O)c1c(-c2ccccc2)nn(-c2ccccc2)c1C(=O)OC
    0%	-2%	-1.3%	-3%	0	-6%	5%	-2%	-3
40) COc1ccc2oc(C(=O)NC(C)(C)C)c(C)c2c1
    7%	6%	-2.5%	40%[activator]	1	-27%	4%	0%	-6

# In a second layout: entries from further up
no.	Molecule	GRP78 ERSR act	Vif-APOBEC3G blk	RXFP1 ag	TrxR1 substrate	LDHA inh	USP1-UAF1 inh	Vif-APOBEC3F blk	IDH1 R132H inh	PI4K2A block
33	CCN(C(=O)CCS(=O)(=O)c1cc(Br)cc2c1N(C(=O)C1CC1)CC2)c1cccc(C)c1	-3%	2%	0.0%	-8%	2	-3%	5%	0%	-4
34	CCNC(=O)c1c(NC(=O)C2COc3ccccc3O2)sc2c1CCCC2 (centres undefined)	-2%	-2%	5.0%	9%[57.1 µM]	-6	-7%	-13%	1%	4
35	O=C(COC(=O)CCC(=O)c1cccs1)Nc1cccc(F)c1	0%	2%	-0.1%	3%	0	-16%	4%	8%	2
36	CCOC(=O)Cc1csc(NS(=O)(=O)c2ccc(F)cc2)n1	0%	1%	3.8%	5%[57.1 µM]	-7	-15%	0%	3%	3
37	CC(=O)Nc1ccccc1Sc1ccc2c3c(cccc13)C(=O)N(c1ccc(C)cc1)C2=O	-3%	2%	-0.7%	-4%	1	-18%	?	3%	-1
38	Cn1ccc2c(N3CCCCCC3)cc3c(c21)C1CCC3O1 (centres undefined)	-1%	0%	.	.	11	.	.	.	-1
39	COC(=O)c1c(-c2ccccc2)nn(-c2ccccc2)c1C(=O)OC	0%	-2%	-1.3%	-3%	0	-6%	5%	-2%	-3
40	COc1ccc2oc(C(=O)NC(C)(C)C)c(C)c2c1	7%	6%	-2.5%	40%[activator]	1	-27%	4%	0%	-6
